Assay outcomes (PubChem BioAssay)
GPR151 activ: activates the human receptor GPR151; Q8TDV0; PathHunter beta-arrestin GPR151 cells, luminescence; activation, % at 11.2 µM; 650,000 compounds, 1% hits; in the data active means activation above about 4.9%;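 further: 0% = median of compound wells and 100% = cells with positive control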
Target sequence (Q8TDV0 whole entry, looked up): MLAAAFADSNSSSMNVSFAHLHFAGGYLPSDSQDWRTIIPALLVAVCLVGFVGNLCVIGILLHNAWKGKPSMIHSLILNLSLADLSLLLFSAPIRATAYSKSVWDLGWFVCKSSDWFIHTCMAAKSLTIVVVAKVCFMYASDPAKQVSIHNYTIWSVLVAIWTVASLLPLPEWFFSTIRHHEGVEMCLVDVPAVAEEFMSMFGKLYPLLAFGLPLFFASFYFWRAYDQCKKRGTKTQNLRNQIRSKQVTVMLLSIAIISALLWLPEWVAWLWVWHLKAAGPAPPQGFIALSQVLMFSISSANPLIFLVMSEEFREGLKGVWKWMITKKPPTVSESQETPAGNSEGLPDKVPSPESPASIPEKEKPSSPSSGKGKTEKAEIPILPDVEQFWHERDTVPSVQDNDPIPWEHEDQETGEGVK
TEAD-YAP inh: TEAD-YAP interaction inhibition | HEK-TIYL cells, TEAD-Gal4/YAP UAS-luciferase luminescence | inhibition, % at 9.12 µM | 640,000 compounds, 1.4% hits | AID 1259422; in the data active means inhibition above about 32%;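 further: 0% = median of test compound wells and 100% = reference inhibitor wells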
FBW7 act: human FBW7 E3 ligase activation, primary screen. Q969H0. AlphaScreen FBW7–phospho-cyclin E peptide binding, activator screen. normalized activity (activation), % at 26.1 µM. 650,000 compounds, 0.13% hits. AID 1259310; in the data active means normalized activity above about 1.9%;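 further: purified mutant Fbw7 with reduced substrate affinity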
MITF inh: inhibitors of human MITF | O75030 | AlphaScreen MITF homodimerization, bead proximity signal | 650,000 compounds, 0.91% hits | inhibition, % at 2.6 µM; in the data active means inhibition above about 50%;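 further: 0% = vehicle wells with protein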
Numbers without * were called inactive; · = no result given; & = joins results of further samples.

SMILES	GPR151 activ	TEAD-YAP inh	FBW7 act	MITF inh
CC(=O)c1cc2c(cc1NC(=O)C(c1ccccc1)N1Cc3ccccc3C1=O)OCO2 (centres undefined)	-0.3	1	-0.1	-6
COc1cccc(C(=O)N2CCN3C(=O)[C@H](Cc4ccc(Cl)cc4)NC(=O)[C@H]3C2)c1	0.1	-8	-0.2	-1
C/C(CCC(=O)OC[C@H]1O[C@H](C#Cc2ccccc2)C=C[C@@H]1Oc1ccc(C)cc1)=N\OC[C@@H](O)[C@H]1O[C@@H]2OC(C)(C)O[C@@H]2[C@H]1O	-0.9	·	0.2	15
COc1ccc(OC)c2[nH]c(=O)c(CCNC(=O)C3CC3)cc12	-0.5	1	-0.1	11
O=C1NC(=O)C(CC(=O)c2ccccc2)S1 (centres undefined)	3.0	7	-0.1	-6
CC(C)(C)NC1c2cccc3cccc(c23)C1NS(=O)(=O)c1ccccc1 (centres undefined)	1.6	11	0.0	3
CCOc1ccc(/C=C2\Oc3ccc(C(=O)OC)cc3C2=O)cc1	0.2	-3	0.1	15
O=C(NC1CCCC1)c1ccc2snnc2c1	-0.2	-3	-0.4	1
Cc1csc2nc(CSc3nc4ccccc4o3)cn12	-2.0	-68	-0.2	-1
O=C(NCCCc1ccccc1)N1CC(c2nc(-c3cccnc3)no2)C1	-2.2	11	0.3	16
COc1ccccc1/C=N/NC(=O)c1cccc2ccccc12	-0.9	7	-0.1	10
COc1ccc(CN2CCc3c(C(=O)N4CCSCC4)c(OC)cc(=O)n3CC2)cc1	0.1	-7	0.0	4
CN(C)C1=C(C#N)C(C2CCCCC2=O)c2c(c3ccccc3n2C)N1c1ccc([N+](=O)[O-])cc1 (centres undefined)	-2.0	-7	-0.2	4
O=C(O)c1ccc2c(=O)c(C(=O)O)c[nH]c2c1	1.6	4	0.4	21
COc1ccc(NC(=O)CCc2nc(-c3ccccc3Cl)no2)cc1	3.9	1	0.0	4
NC(=O)C1CCCN1S(=O)(=O)c1ccc2ccccc2c1 (centres undefined)	-0.2	-9	0.1	2
O=c1oc2c(CN3CCCCC3)c(O)ccc2c2c1CCC2	-0.3	0	-0.1	7
Cc1nn(-c2ccccc2)c(C)c1N1CCN(C(=O)c2cc(-c3ccccc3)n[nH]2)CC1	3.5	-7	0.0	49
O=C(Nc1ccccc1-c1ccccc1)c1ccc2c(c1)C(=O)N(c1nccs1)C2=O	-0.7	5	0.3	21
CCNC(=O)Cn1cc(C#N)c2ccccc21	0.0	-6	-0.1	1
C=CCOC(=O)C1=C(C)NC(C)=C(C(=O)OCC=C)C1c1ccc(N(C)C)cc1	1.0	-6	-0.1	4
Cc1ccc(COc2cn(CC(=O)N3CCN(c4ccccc4)CC3)c(C)cc2=O)cc1	-0.5	1	0.2	17
O=C(NCC1Cc2cccc(-c3cccnc3)c2O1)c1ccc2cc[nH]c2c1 (centres undefined)	-1.4	-27	-0.1	0
O=C(O)CNS(=O)(=O)c1ccc2ccccc2c1	-0.2	1	-0.1	8
COc1ccc(C2/C(=C(/O)c3ccccc3)C(=O)C(=O)N2CCNC(C)=O)cc1 (centres undefined)	-0.9	5	0.1	4
Cc1cc(S(=O)(=O)NCC(C)C)ccc1OCC(=O)Nc1cccc([N+](=O)[O-])c1	-1.9	23	0.0	5
O=c1c2ccccc2c(/C=N/c2nnc(C3CC3)s2)c(O)n1Cc1ccccc1	-0.3	4	0.1	11
CC1CC(C)CN(C(=O)C2CCC(CNS(=O)(=O)c3cccc4cccnc34)CC2)C1 (centres undefined)	0.4	4	-0.3	-1
CC(C)N(CCNc1nc(N2CCc3ccccc3C2)nc2c1ncn2-c1ccccc1)C(C)C	2.4	-4	-0.3	-3
CCOc1ccc2c(c1)O/C(=C\c1ccccc1OCC(=O)OC)C2=O	-0.3	-1	-0.8	3
C=CCNC(=O)CCCCCCNS(=O)(=O)c1ccccc1	1.8	3	0.1	1
COCC(=O)NC(c1ccccc1)c1ccccc1	0.5	10	0.3	3
O=C(O)c1cccc(NC(=O)c2ccc(Br)c([N+](=O)[O-])c2)c1	2.2	-16	-0.5	-5
Cc1nc2c(C(=O)NCc3ccccc3)c[nH]n2c(=O)c1Cl	-1.7	1	-0.1	2
Cn1c(=O)c2c(nc3n(-c4cccc5ccccc45)c(-c4ccc(Br)cc4)cn23)n(C)c1=O	0.9	6	0.4	12
S=c1[nH]nc(-c2ccco2)n1-c1ccc(Oc2ccccc2)cc1	0.4	-12	-0.1	-10
COc1ccc(NS(=O)(=O)c2ccc3oc4ccccc4c3c2)cc1OC	0.5	30	0.1	14
COc1ccc(C2C(C#N)=C(N)Oc3c2c(=O)[nH]c2ccccc32)cc1 (centres undefined)	1.1	3	-0.1	6
CCOc1ccc(C(=O)CCC(=O)N2CCN(c3ccc(O)cc3)CC2)cc1	-1.1	8	0.1	-4
Cc1nnc(-c2ccc(OCC(=O)Nc3ccc(F)cc3F)cc2)o1	-1.7	2	0.6	8
N=C(N)SCCc1cnc[nH]1	0.1&-1.6	12	0.0&0.3	0&9
CCN(CC)c1nc(-c2ccccc2)nc2ccccc12	2.6	-14	0.1	-15
CCCn1c(=O)c(C(=O)NN)c(O)c2ccccc21	0.3	0	0.0	1
C/C(CC(=O)Nc1ccc(F)cc1F)=N\NC(=O)CC#N	-0.6	-60	-0.1	-2
COc1cc(NC(=O)CSc2nc3ccc(OC)cc3cc2C#N)cc(OC)c1	1.2	-26	-0.1	13
COc1ccc2nc(NC(=O)c3nn(-c4ccccc4OC)c(=O)c4ccccc34)sc2c1	0.4	5	-0.1	7
CCN(CC)S(=O)(=O)c1ccc(Cl)c(C(=O)Oc2ccc(C(C)=O)cc2)c1	-1.5	4	0.1	20
O=c1nc(SCc2c(F)cccc2Cl)c2c(n1CCO)CCCC2	0.6	-10	-0.1	-3
Cc1ccc(Cl)cc1-n1nnc(-c2nc(-c3ccc4c(c3)OCO4)no2)c1N	-0.5	1	0.1	4
COc1ccc2c(c1)OCC/C2=N\OC(=O)c1ccc(OC)c([N+](=O)[O-])c1	-0.5	2	-0.1	6
COc1cccc(NC(=O)COc2ccc(Cl)cc2Br)c1	0.4	-44	-0.1	-4
Cc1cccc(N2CCN(c3ncnc4c3c(-c3ccccc3)cn4-c3ccc(Br)cc3)CC2)c1C	-1.1	-5	0.5	-1
C=CCN=C1NN=C(c2ccc3c(c2)OCCO3)CS1	0.0	51*	-0.3	7
CN(C)P(=NC(=S)N1CCOCC1)(N(C)C)C12CC3CC(CC(C3)C1)C2	0.6	16	-0.2	0
Cc1ccccc1-n1c(SCC(=O)Nc2ccc(C(N)=O)cc2)nc2ccccc2c1=O	2.4	-9	0.5	4
CCOc1cc(C=O)cc(Br)c1OCC	1.0	-2	-0.1	-3
O=C(O)CC(NS(=O)(=O)c1ccc(F)c(Cl)c1)c1ccco1 (centres undefined)	2.4	-3	-0.1	4
CCC(C)(C)NC(=O)CN(C(=O)c1csnn1)c1cc(C(F)(F)F)ccc1Cl	0.3	-1	0.1	2
CONC(=O)c1cnc2sccn2c1=O	0.4	-3	0.1	10
CCOC(=O)N1CCC(NC(=O)CCN2Cc3cc(Cl)ccc3OC(C)C2)CC1 (centres undefined)	1.1	2	0.2	-4
(listing goes on)
SMILES	GPR151 activ	TEAD-YAP inh	FBW7 act	MITF inh
Brc1ccc(-c2csc(N3CCCCC3)n2)cc1	0.7	-4	0.1	12
CCN(CC)c1cc(Nc2ccc(Br)cc2)c([N+](=O)[O-])c2nonc12	-1.1	7	0.0	11
CC(=O)c1c(C)[nH]c(C(=O)N2c3ccccc3CC2C)c1C (centres undefined)	-1.8	-7	0.4	23
CCOc1ccc(C(=O)Nc2nccs2)cc1OCC	-0.9	-10	0.4	23
CSc1nnc(CSc2ncccn2)n1CCc1ccccc1	2.4	-17	-0.1	7
COc1ccc(N2C(=O)C3SC(N)=C(C#N)C4(CCCCC4)C3C2=O)cc1 (centres undefined)	-0.1	2	0.0	5
CC(C)CCN1CCC2(CC1)CC2C(=O)NCc1cccnc1 (centres undefined)	0.9	0	0.0	-8
COc1ccc(OCC2NCCc3cc(OC)c(OC)cc32)cc1 (centres undefined)	0.2	6	-0.1	-1
COc1ccc2cc(/C(C)=N/Nc3ccccn3)ccc2c1	-1.3	-40	-0.6	17
OCCC1CN(Cc2ccc(Oc3ncccn3)cc2)CCN1CCc1ccccc1 (centres undefined)	-0.5	5	0.0	10
COc1ccc(C(=O)NC(=S)Nc2ccc(Cc3ccncc3)cc2)cc1	-0.1	6	0.0	4
COc1ccc(S(=O)(=O)NCc2ccccc2)cc1NC(C)=O	2.0	5	0.1	-13
COc1cc(/C=C2/C(=N)N3N=C(C(C)C)SC3=NC2=O)ccc1OC(=O)c1ccc(Cl)cc1	-1.0	0	-0.1	14
O=C(NC12CC3CC(CC(C3)C1)C2)c1ccc2c(c1)OCO2	-1.8	-30	0.0	-7
COc1ccc(C2(O)CCN(Cc3nnnn3Cc3ccc(C)cc3)CC2)cc1	0.2	8	0.0	0
c1ccc(Nc2nc(N3CCN(c4ccccn4)CC3)nc3c2ncn3-c2ccsc2)cc1	3.4	31	-0.1	9
CNS(=O)(=O)c1cccc(C(=O)OCCOc2ccc(Br)cc2)c1	-2.3	7	0.2	-10
CCC(CC)C(=O)Nc1sc2c(c1C(=O)O)CCC2	-1.3	0	-0.2	0
COc1cccc(C(=O)N2CCN3C(=O)[C@@H](Cc4ccccc4)NC(=O)[C@H]3C2)c1	-0.4	5	0.9	13
COCC(=O)NC(C)c1cnn(-c2cccc3ccccc23)c1C (centres undefined)	0.0	2	-0.1	-4
